INS-1E GSIS act: primary screen for activators of insulin secretion dependent on glucose, INS-1E cells, GLuc reporter luminescence; INS-1E GLuc reporter insulin secretion, 2-3 h; activation, % at 16.6 µM; actives 0.61% (n = 370,000);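 active means lowest replicate activation of at least 40%, so every replicate reaches that level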;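 further: 0% = median of neutral control wells and 100% = median of IBMX positive control wells; some compounds called inactive have numbers as strong as hits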
ERAP1 inh: ERAP1 (human) enzyme inhibition; actives 0.15% (n = 340,000); recombinant ERAP1, Leu-AMC fluorescence, 60 min; Q9NZ08; AID 652197; inhibition, % at 10.7 µM;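 active means mean replicate inhibition of at least 30%, or all replicates individually reaching that 30% level; inactive means mean below 30% and not every replicate reaching it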;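 further: 0% = neutral control wells and 100% = L-leucinethiol positive control wells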
CFTR F508del cor: correctors of CFTR F508del function in bronchial epithelial cells | CFBE cells, YFP halide quenching; stimulated with forskolin plus potentiator P3; % fluorescence drop versus neutral controls | actives 0.36% (n = 350,000) | activity (quench increase), % at 7.58 µM;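 active means mean added fluorescence quench of at least 8% versus neutral control, with both replicates also reaching 8%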;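 further: cells transiently co-express mutant CFTR-F508del with the halide-sensitive YFP; corrector assay measuring rescue of mutant channel to the surface after 24 h compound exposure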
RAD52 inh: inhibitors of human RAD52 DNA annealing; P43351; recombinant RAD52 DNA annealing, FRET fluorescence; inhibition, % at 18.7 µM; actives 0.46% (n = 360,000); AID 651710;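 active means every replicate showing at least 50% inhibition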
esBAF inh: blocks esBAF chromatin remodeling in mouse ES cells. Bmi1-luciferase knock-in reporter, 24 h; 100% = twice the neutral-well signal. reporter increase, % at 12.5 µM. actives 2% (n = 350,000). AID 602393; in the data active means activation above about 40%;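 further: 0% = median of the plate's neutral control wells and 100% = double that signal; a rise in the Bmi1 reporter signal indicates esBAF inhibition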
RAD54 branch: inhibitors of human RAD54 branch migration; Q92698; AID 602329; RAD54 Holliday junction branch migration, FAM/BHQ fluorescence; actives 0.14% (n = 360,000); inhibition, % at 10.4 µM;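 active means mean normalized replicate activity at least 40 and at least half of replicates scoring 40 or more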;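 further: 0% = median of neutral control wells and 100% = median of positive control wells; inhibitors cause a drop in the FAM fluorescence signal; in these data hits start at about 50%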
Target sequence (Q92698 whole entry, looked up): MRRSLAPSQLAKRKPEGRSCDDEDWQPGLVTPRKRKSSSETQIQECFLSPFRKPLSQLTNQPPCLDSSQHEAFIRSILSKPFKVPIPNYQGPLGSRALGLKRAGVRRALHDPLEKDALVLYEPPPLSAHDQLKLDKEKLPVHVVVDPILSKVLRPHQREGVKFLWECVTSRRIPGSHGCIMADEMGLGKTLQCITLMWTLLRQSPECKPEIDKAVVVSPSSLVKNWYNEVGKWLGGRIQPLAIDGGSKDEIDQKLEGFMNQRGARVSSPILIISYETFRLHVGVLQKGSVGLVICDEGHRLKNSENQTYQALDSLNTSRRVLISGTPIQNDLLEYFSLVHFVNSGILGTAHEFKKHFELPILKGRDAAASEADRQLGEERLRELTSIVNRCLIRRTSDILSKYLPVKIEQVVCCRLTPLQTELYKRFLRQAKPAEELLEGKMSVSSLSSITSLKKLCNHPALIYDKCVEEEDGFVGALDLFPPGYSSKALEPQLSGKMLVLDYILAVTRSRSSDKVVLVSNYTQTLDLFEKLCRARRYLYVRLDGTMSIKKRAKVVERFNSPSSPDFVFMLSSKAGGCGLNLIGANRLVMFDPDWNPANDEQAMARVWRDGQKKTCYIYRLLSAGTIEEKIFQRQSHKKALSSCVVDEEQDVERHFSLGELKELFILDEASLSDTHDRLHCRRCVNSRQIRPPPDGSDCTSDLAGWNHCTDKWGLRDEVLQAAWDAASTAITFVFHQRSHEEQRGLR
ARNT-TACC3 inh: disrupts binding between human ARNT and TACC3; Q9Y6A5; AlphaScreen His-ARNT PAS-B/GST-TACC3 binding, luminescence; TACC3 fragment carries E629A point mutation; inhibition, % at 9.99 µM; actives 0.66% (n = 390,000);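 active means mean inhibition of replicates at least 50% and at least half of replicates each reaching 50%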;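 further: 0% = complete ARNT plus TACC3 wells and 100% = ARNT alone without TACC3; many hits fall short of the cut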
Xi reactivation: activators of X-chromosome reactivation in mouse fibroblasts | AID 743238 | activation, % at 7.58 µM | actives 0.055% (n = 360,000) | XiGFP mouse fibroblasts, % GFP-positive cells imaging, 3 d; cells co-treated with 5-aza-dC sensitizer; scaled so ellipticine positive control = 100%;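 active means mean normalized replicate activation at least 10% and every replicate at or above 10%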;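 further: 0% = median of on-plate neutral control wells and 100% = ellipticine 6 µM median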
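Material: XiGFP fibroblasts, SV40-immortalized. Buffer or medium: DMEM plus 5-aza-dC sensitizer. Compound: single concentration per compound, delivered by pin transfer. Times: 3 days compound exposure. Controls: ellipticine 6 µM.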
An asterisk follows results filed as active; . = no result given.

1: C[C@@H]1CCCCO[C@H](CN(C)C(=O)Nc2ccc(C(F)(F)F)cc2)[C@@H](C)CN([C@H](C)CO)C(=O)c2cc(NS(=O)(=O)c3ccccc3)ccc2O1
2: O=C(CSc1nnc(CNC(=O)c2c(F)cccc2Cl)o1)Nc1ccc2c(c1)OCO2
3: O=C1C=C(c2ccccc2)OC(c2ccccc2)O1 (stereo unspecified)
4: Cc1ccc(C(=O)OCC(=O)NCc2ccc(Cl)cc2Cl)o1
5: C[C@H]1CN([C@@H](C)CO)C(=O)c2cc(C#Cc3ccncc3)cnc2O[C@@H]1CN(C)Cc1ccncc1
6: Cc1cccc(NC(=S)N(Cc2ccco2)C(C)c2cccs2)c1 (stereo unspecified)

entry no.	1	2	3	4	5	6
INS-1E GSIS act	10	7	-10	10	4	3
ERAP1 inh	-3	-2	-9	2	.	3
CFTR F508del cor	0.9	-1.1	-1.1	1.1	0.0	-1.5
RAD52 inh	8	-3	-4	-8	.	-71
esBAF inh	-1	-2	6	-5	-4	.
RAD54 branch	-1	-1	-5	-7	.	-2
ARNT-TACC3 inh	-5	1	-4	-2	.	-3
Xi reactivation	0.0	0.3	0.1	1.2	-0.8	-0.1

7: CN1C(=O)c2cc(NC(=O)c3ccc(F)cc3)ccc2OC[C@@H]2O[C@H](CC(=O)O)CC[C@@H]21
8: NC(=O)CC(NC(=O)Cc1ccc(Br)cc1)c1ccc(NCCN2CCCC2)c([N+](=O)[O-])c1 (stereo unspecified)
9: C[C@@H]1CN([C@@H](C)CO)C(=O)c2cccc(NC(=O)c3ccc(-c4nccs4)cc3)c2O[C@@H]1CN(C)Cc1ccc2c(c1)OCO2
10: Cc1c(C)c2ccc(OCC(=O)N3CCC(C(=O)O)CC3)c(C)c2oc1=O
11: Cc1ccccc1NC(=O)C1CCCN(c2nnc(N3CCCC3=O)s2)C1 (stereo unspecified)
12: C=CCN1C(=NC(=O)CC)SC2CS(=O)(=O)CC21 (stereo unspecified)

entry no.	7	8	9	10	11	12
INS-1E GSIS act	5	.	3	3	6	.
ERAP1 inh	-1	-3	0	8	0	-2
CFTR F508del cor	1.0	0.4	-0.5	-3.3	2.9	-3.9
RAD52 inh	-3	13	-15	-12	3	-10
esBAF inh	-1	0	-9	-11	-10	-2
RAD54 branch	5	4	-6	-21	13	-3
ARNT-TACC3 inh	-10	10	27	-1	-5	-2
Xi reactivation	0.3	-0.2	0.1	.	0.0	.

13: Fc1cnc(Cl)nc1N1CCN(c2ccccc2)CC1
14: O=C(Cc1ccncc1)N[C@@H]1CC[C@H](CCn2cc(-c3ccccc3F)nn2)O[C@H]1CO
15: CCCCNC(=S)N1CCN(c2ccc(C(C)=O)cc2)CC1
16: CCC(=O)NC(=S)Nc1ccc(N2CCN(C(=O)c3ccc(Cl)cc3)CC2)cc1
17: C[C@@H]1CN([C@@H](C)CO)C(=O)c2ccccc2-c2ccccc2CO[C@@H]1CN(C)C(=O)N[C@H](C)c1ccccc1
18: Cc1ccc(C(=O)Nc2ncccc2C)o1

entry no.	13	14	15	16	17	18
INS-1E GSIS act	-3	19	-29	-21	4	14
ERAP1 inh	-2	1	.	0	-3	2
CFTR F508del cor	0.7	-0.5	-2.5	0.0	-2.4	-4.1
RAD52 inh	3	-6	-14	-19	-3	-6
esBAF inh	.	0	.	.	6	-1
RAD54 branch	.	-4	.	.	-3	2
ARNT-TACC3 inh	5	-18	-1	-20	17	-2
Xi reactivation	0.5	-0.5	0.2	-0.1	0.4	0.2

Entries listed so far that contain a furan ring, fused or not, in the order listed:
4: Cc1ccc(C(=O)OCC(=O)NCc2ccc(Cl)cc2Cl)o1
6: Cc1cccc(NC(=S)N(Cc2ccco2)C(C)c2cccs2)c1 (stereo unspecified)
18: Cc1ccc(C(=O)Nc2ncccc2C)o1

entry no.	4	6	18
INS-1E GSIS act	10	3	14
ERAP1 inh	2	3	2
CFTR F508del cor	1.1	-1.5	-4.1
RAD52 inh	-8	-71	-6
esBAF inh	-5	.	-1
RAD54 branch	-7	-2	2
ARNT-TACC3 inh	-2	-3	-2
Xi reactivation	1.2	-0.1	0.2

Other entries:
19: CC(=O)C1=CCC(c2ccccc2)N(S(=O)(=O)c2ccc(Cl)cc2)C1 (stereo unspecified)
20: CN1CCN(c2ncnc3c2c(-c2ccccc2)cn3-c2ccc(F)cc2)CC1
21: CCOc1ccc(CCNC(=O)COC(=O)CCC(=O)c2cccs2)cc1OCC
22: C[C@H](CO)N1C[C@H](C)[C@H](CN(C)CC2CCCCC2)Oc2ccc(NC(=O)NC3CCCCC3)cc2CC1=O
23: CO[C@H]1CN(C)C(=O)c2cc(NC(=O)c3ccccc3F)ccc2OC[C@H](C)N(C(=O)c2ccccc2F)C[C@H]1C
24: COc1ccc(/C(=C\Nc2ccc(C)c(C)c2)C(C)=O)cc1OC

entry no.	19	20	21	22	23	24
INS-1E GSIS act	-19	-18	27	11	-18	17
ERAP1 inh	-2	-3	0	3	1	-1
CFTR F508del cor	2.6	-1.3	-1.6	1.4	-1.0	0.9
RAD52 inh	-9	7	-17	7	-4	-9
esBAF inh	0	.	-8	-3	-1	.
RAD54 branch	10	.	-7	-4	-3	.
ARNT-TACC3 inh	.	16	4	-3	-1	-4
Xi reactivation	0.1	0.0	0.0	-1.1	-0.4	0.0

25: CCCCCCCCN1C(=O)[C@@H](CC(=O)NCCCCc2ccccc2)C[C@@]2(C(=O)OC)C1=C[C@H](C1CCCC1)O[C@@H]2C
26: CCCCOc1ccc(NC(=S)Nc2cc(C)nc(SCCCC)n2)cc1
27: Cc1cc(N2CCOCC2)nc2ccc(Cl)cc12
28: C[C@H]1CN([C@@H](C)CO)C(=O)Cc2cc(NS(=O)(=O)c3ccc(Cl)cc3)ccc2O[C@@H]1CN(C)Cc1ccc(Cl)c(Cl)c1
29: COc1cc(/C=N/N(C)c2ccccc2)ccc1O
30: Nc1ccn([C@@H]2O[C@H](CNCc3ccc(OCC(=O)Nc4nccs4)cc3)[C@@H](O)[C@H]2O)c(=O)n1

entry no.	25	26	27	28	29	30
INS-1E GSIS act	-18	2	.	28	-9	2
ERAP1 inh	7	-3	-2	-2	.	-4
CFTR F508del cor	2.2	.	-2.5	2.4	.	-1.0
RAD52 inh	-16	-4	-8	13	.	-21
esBAF inh	.	.	57*	5	37	-3
RAD54 branch	.	.	.	-6	8	5
ARNT-TACC3 inh	.	12	-14	-5	13	.
Xi reactivation	0.1	0.3	0.0	-1.6	.	-0.1

31: O=C(C[C@@H]1CC[C@H]2[C@@H](COC[C@H](O)CN2C(=O)c2ccccc2F)O1)NCc1ccc(F)cc1
32: Cc1ccc(OCCn2nnc3ccccc32)cc1C
33: C[C@H]1CN([C@@H](C)CO)C(=O)c2cc(NC(=O)CCC(F)(F)F)ccc2O[C@H]1CN(C)Cc1ccc(Oc2ccccc2)cc1
34: CN(C)S(=O)(=O)c1ccc(Cl)c(C(=O)OCC(=O)NC(=O)c2cccn2C)c1
35: COC(=O)c1sc(N)nc1CCNC(=O)OC(C)(C)C
36: O=C(NC(=S)Nc1ccc(CN2CCOCC2)cc1)c1ccc(-c2ccc(Cl)cc2)o1

entry no.	31	32	33	34	35	36
INS-1E GSIS act	19	-3	-27	-12	26	40
ERAP1 inh	-2	-2	-1	5	2	-3
CFTR F508del cor	1.1	-0.5	-2.0	.	-1.1	2.3
RAD52 inh	-36	0	20	-16	-8	-6
esBAF inh	1	37	1	.	.	.
RAD54 branch	2	-1	3	.	.	.
ARNT-TACC3 inh	-19	-5	1	-4	.	.
Xi reactivation	0.1	0.0	-0.4	1.0	-0.2	0.0

37: CC1Sc2ccc(S(=O)(=O)N3CCC(C(=O)NCc4ccco4)CC3)cc2NC1=O (stereo unspecified)
38: C/C(CC(=O)Nc1ccc2ccccc2c1)=N\NC(=O)c1cnccn1
39: Cc1ccc(Cl)cc1Nc1nc(-c2sc(NC(=O)c3ccco3)nc2C)cs1
40: Cc1cc(C)nc(N/N=C/c2ccccc2OCc2ccc([N+](=O)[O-])cc2)n1
41: C[C@H](CO)N1C[C@H](C)[C@H](CN(C)Cc2ccccc2)Oc2c(NS(=O)(=O)c3cccs3)cccc2C1=O
42: Cn1cccc1C(=O)C(=O)Nc1ccccc1C(F)(F)F

entry no.	37	38	39	40	41	42
INS-1E GSIS act	-1	-18	-6	0	2	-3
ERAP1 inh	-3	.	-4	.	-2	0
CFTR F508del cor	0.1	.	2.0	.	1.2	-1.5
RAD52 inh	-28	.	-9	.	-44	-6
esBAF inh	3	7	0	36	0	.
RAD54 branch	7	.	-9	-1	-2	.
ARNT-TACC3 inh	-6	13	4	-7	-6	-3
Xi reactivation	0.0	-0.1	-0.1	0.1	0.0	0.2

43: COc1cccc(-c2c(NC(C)=O)n(C)c3ccccc3c2=O)c1
44: CCOC(=O)Cc1ccc(Nc2nc(NCCOC)nc3ccsc23)cc1
45: CCOC(=O)c1cnc2ccc(OCC)cc2c1NCCCN1CCOCC1
46: CC(=O)N/N=C/c1ccc(OCCOc2ccc(Br)cc2)cc1
47: C=CCSc1nnc(NC(=O)CCNC(=O)c2ccccc2Cl)s1
48: CN=C1SC(C(=O)Nc2ccccc2Cl)CC(=O)N1c1ccc(OC(F)(F)Cl)cc1 (stereo unspecified)

entry no.	43	44	45	46	47	48
INS-1E GSIS act	16	10	.	.	-2	14
ERAP1 inh	-1	-3	9	4	-10	-1
CFTR F508del cor	-2.8	-2.8	.	0.4	0.0	-1.2
RAD52 inh	-10	-8	70*	0	-5	-21
esBAF inh	-5	1	4	.	-11	.
RAD54 branch	5	9	101*	5	-2	.
ARNT-TACC3 inh	6	.	2	.	.	-6
Xi reactivation	0.3	0.0	-0.2	0.0	0.0	0.0

49: Cc1cccn2cc(CNS(=O)(=O)c3cccc(F)c3)nc12
50: COc1cc2c(cc1OC)C(COc1ccccc1OC)N(C(=O)C(C)(C)C)CC2 (stereo unspecified)
51: Cc1cc(Cl)ccc1OC(C)C(=O)NCCCn1ccnc1 (stereo unspecified)
52: CC(C)NC(=O)Nc1ccc2c(c1)CC(=O)N([C@H](C)CO)C[C@@H](C)[C@H](CN(C)Cc1ccccc1)O2
53: CCOC(=O)c1[nH]c2ccccc2c1NC(=O)CC(C)(C)C
54: COc1cccc(NC(=O)CSc2nccn(-c3ccc4c(c3)OCCO4)c2=O)c1

entry no.	49	50	51	52	53	54
INS-1E GSIS act	13	2	39	18	21	-13
ERAP1 inh	-5	-8	0	-2	2	4
CFTR F508del cor	1.0	-2.8	-3.8	-0.3	2.4	0.1
RAD52 inh	-16	-8	-7	9	-12	-10
esBAF inh	-1	1	.	-1	1	19
RAD54 branch	-3	-17	.	-7	1	8
ARNT-TACC3 inh	-2	6	-4	-6	-9	8
Xi reactivation	0.0	0.0	0.0	0.0	0.1	0.1

55: N#CC1(NC(=O)CN2C(=O)NC3(CCCCCC3)C2=O)CCCCC1
56: O=C(C[C@H]1C[C@@H]2c3cc(NC(=O)CC4CC4)ccc3O[C@@H]2[C@@H](CO)O1)NCc1ccccc1
57: Nc1nnnn1CC(=O)N/N=C/c1cc([N+](=O)[O-])ccc1O
58: O=C(NCc1ccccc1)[C@@H]1CCCN1C(=O)[C@H]1CCCN1C(=O)c1ccccc1C(F)(F)F
59: C[C@@H]1CCCCO[C@H](CN(C)C(=O)Nc2ccc(C(F)(F)F)cc2)[C@H](C)CN([C@H](C)CO)C(=O)c2cc(NC(=O)C3CCCCC3)ccc2O1
60: CCCNC(=O)N1C[C@H]2[C@@H](c3ccccc31)[C@H](CO)N2C(=O)Nc1ccc(F)cc1

entry no.	55	56	57	58	59	60
INS-1E GSIS act	14	-18	-5	-12	-5	-7
ERAP1 inh	-1	1	-6	-2	0	-2
CFTR F508del cor	1.2	1.8	.	-3.2	-2.2	-0.9
RAD52 inh	-8	-5	-27	-8	-16	-9
esBAF inh	-11	-3	-5	.	-1	-5
RAD54 branch	3	-3	-1	.	-1	-2
ARNT-TACC3 inh	1	-4	67*	.	-3	-5
Xi reactivation	0.3	0.2	0.0	0.1	-0.9	0.0
